Dicer processing = blocks human Dicer maturation of pre-miR-21 | Q9UPY3 | z-score at 25 µM | cat-ELCCA pre-miR-21 Dicer processing, chemiluminescence; stronger effect = higher value | actives 6% (n = 47,000); in the data active means z-score above about 3, passing the limit was not always enough;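 further: plate controls were vehicle for no effect and no enzyme for full effect; higher signal means more uncleaved substrate so more Dicer inhibition; strong numbers were not always called active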
An asterisk follows results filed as active; & = joins results of further samples.

What do the screens show for `CCc1ccc(C(=O)N(C)c2ccc(Cl)cc2C(=O)c2ccccc2)cc1`?
Dicer processing: 0.09

Results for COc1cc2c(=O)n(-c3ccccc3)c(=S)[nH]c2c(OC)c1OC ?
Dicer processing: -0.35

What do the screens show for `CC[N+](CC)(CC)CC`?
Dicer processing: -1.2

How did CC(=O)NCCc1c[nH]c2ccccc12 do in these assays?
Dicer processing: 0.18

How did Cc1nc(SCc2c(Cl)cccc2Cl)nc(OC(=O)N(C)C)c1C do in these assays?
Dicer processing: -1.5

What do the screens show for `C=C(C)[C@@H]1C2C(=O)O[C@H]1[C@H]1OC(=O)[C@@]34OC3C[C@]2(O)[C@@]14C` (some centres not stated)?
Dicer processing: 2.5

How did Fc1cccc(Cl)c1CNC1CN2CCC1CC2 (configuration not stated) do in these assays?
Dicer processing: 2

Results for Oc1ccc(C2(c3ccc(O)cc3)CCCCC2)cc1 ?
Dicer processing: 3.1*

How did C[N+]1(C)CCN(c2ccccc2)CC1 do in these assays?
Dicer processing: -0.83

How did CN(C(=O)c1cccs1)c1ccc(Cl)cc1C(=O)c1ccccc1 do in these assays?
Dicer processing: -2.4

How did COc1cccc(-n2c(/C=C/c3c[nH]c4ccccc34)nc3ccccc3c2=O)c1 do in these assays?
Dicer processing: 3.4*

Results for Fc1cccc(CN2CCN(Cc3ccccc3F)CC2)c1 ?
Dicer processing: -0.3

Results for S=C(S)N1CCCCC1 ?
Dicer processing: 2.5

What do the screens show for `CN(C)C(=O)Oc1ccc(Br)cc1C(=O)Nc1ccc(F)cc1`?
Dicer processing: 4.4*

Results for COc1cc(C(O)CN)ccc1O (configuration not stated) ?
Dicer processing: 0.49

What do the screens show for `C=C1CC2(C)C(=CC1=O)CCC1C2CCC2(C)C1CC[C@]2(C)OC(C)=O` (some centres not stated)?
Dicer processing: -1.4

What do the screens show for `CN(C(=O)Cc1ccc(Cl)c(Cl)c1)C(CN1CCCC1)c1cccc(OCC(=O)O)c1` (configuration not stated)?
Dicer processing: -0.03

Results for O=C1N(c2ccc(Cl)cc2)C(c2cccnc2)N2CCCN12 (configuration not stated) ?
Dicer processing: 0.47

How did CNC(=O)Oc1noc2ccc(Cl)cc12 do in these assays?
Dicer processing: -0.49

What do the screens show for `C=C(C)[C@H]1CN[C@H](C(=O)O)[C@H]1CC(=O)O`?
Dicer processing: 2.6

How did CN(C)C(=O)Oc1ccnc(SCc2ccc([N+](=O)[O-])cc2)n1 do in these assays?
Dicer processing: -0.04

What do the screens show for `O=[N+]([O-])/C=C/c1ccc(C(F)(F)F)cc1Cl`?
Dicer processing: -0.06

Results for CC12CCC3C(CC[C@H]4CC5(CCC34C)OCCO5)C1CCC2O (some centres not stated) ?
Dicer processing: -1.9

How did COc1cc2c(cc1OC)C(C)NCC2 (configuration not stated) do in these assays?
Dicer processing: -0.16

Results for CS/C(=N\C(N)=N/[N+](=O)[O-])N(C)Cc1cccc(Cl)c1 ?
Dicer processing: 0.68

What do the screens show for `CCC1(C(=O)c2ccc(Cl)cc2)C2c3cc(Br)ccc3OC(=O)C21C(=O)OC` (configuration not stated)?
Dicer processing: -0.18

Results for C[C@]12CC[C@H](O)C[C@H]1CC[C@@H]1[C@@H]2C[C@@H](O)[C@]2(C)[C@@H](C3=CC(=O)OC3)CC[C@]12O ?
Dicer processing: 4.5*

Results for Clc1ccccc1CNCCc1c[nH]c2ccccc12 ?
Dicer processing: 2.4

Results for CN1CCc2cccc(Cl)c2CC1 ?
Dicer processing: -0.1

How did CCN(C(C)=O)c1cccc(-c2ccnc3c(C#N)cnn23)c1 do in these assays?
Dicer processing: -0.53

What do the screens show for `Cc1cc(OC(=O)N(C)C)nc2c1c(C)nn2C`?
Dicer processing: -1.3

How did CCCCCOc1ccc(C2SCC(=O)Nc3c2c(=O)[nH]n3C(C)CC)cc1 (configuration not stated) do in these assays?
Dicer processing: -1.2

What do the screens show for `CCC1=C[C@@H]2CN3CCc4c([nH]c5ccccc45)[C@@](C(=O)OC)(C2)[C@@H]13`?
Dicer processing: -1.4

Results for CN(C)[C@@H]1C(=O)C(C(N)=O)=C(O)[C@@]2(O)C(=O)C3=C(O)c4c(O)ccc(Cl)c4[C@@](C)(O)[C@H]3C[C@@H]12 ?
Dicer processing: -1.1

What do the screens show for `CC(=O)N1CN2CN(C1)CN(C(C)=O)C2`?
Dicer processing: 0.82

Results for CSc1ncccc1C1=N/C(=C\c2ccc(C)cc2)C(=O)O1 ?
Dicer processing: -0.38

Results for Cc1cc(OC(=O)N(C)C)nc(SCc2c(F)cccc2Cl)n1 ?
Dicer processing: 0.04

What do the screens show for `O=[N+]([O-])/C=C/c1cc(C(F)(F)F)cc(C(F)(F)F)c1`?
Dicer processing: 0.79

Results for CC(=O)N1N=C2C3CCN(CC3)C2C1c1cccc(F)c1 (configuration not stated) ?
Dicer processing: -0.66

How did O=C(O)c1cn(Cc2ccc(Cl)cc2)c2ccccc12 do in these assays?
Dicer processing: 0.07

How did Cc1ccccc1NC(=O)c1cc(-c2ccccc2)n(CCCN2CCOCC2)c1C do in these assays?
Dicer processing: -0.05

How did Cc1cccc(C)c1NC1=NCCS1 do in these assays?
Dicer processing: 2

How did Cc1onc(-c2ccccc2Cl)c1C(=O)Nc1ccc(Cl)cc1C(=O)c1ccccc1 do in these assays?
Dicer processing: -0.94

How did N[C@H]1C[C@@H]1c1ccccc1 do in these assays?
Dicer processing: -1.2

Results for CN1C(=O)C(N)N=C(c2ccccc2)c2ccccc21 (configuration not stated) ?
Dicer processing: 0.1

Results for O=S(=O)(c1ccc(F)cc1)N1CN2CCN(C2)C1 ?
Dicer processing: 0.67

Results for CC(C)Oc1ccc(C2SCC(=O)Nc3c2c(=O)[nH]n3C2CCOC(C)(C)C2)cc1 (configuration not stated) ?
Dicer processing: -1.9

What do the screens show for `COc1cccc(Oc2c(C)oc3cc(OC(=O)N(C)C)ccc3c2=O)c1`?
Dicer processing: -0.47

What do the screens show for `CCNC(=O)[C@H]1O[C@@H](n2cnc3c(N)ncnc32)C(O)[C@H]1O` (some centres not stated)?
Dicer processing: -5.5

How did CC(C)Oc1cccnc1N(C)C1CCN(Cc2ccccc2)CC1 do in these assays?
Dicer processing: 0.02

What do the screens show for `NC1=NC(c2cccnc2)n2c(nc3ccccc32)N1` (configuration not stated)?
Dicer processing: 0.21&-0.64

How did CN(C)C(=O)Oc1ccc2nnc3ccnn3c2c1 do in these assays?
Dicer processing: -0.11

How did CC1(C(=O)O)C2CCC(O2)C1(C)C(=O)O (configuration not stated) do in these assays?
Dicer processing: -1.9

How did CN(C)C(=O)Oc1nc(-c2ccc(Cl)cc2)cs1 do in these assays?
Dicer processing: -1.4

Results for Fc1cccc(CN2CCN(Cc3ccccc3Cl)CC2)c1 ?
Dicer processing: 6.4*

How did Cc1ccc(-n2c(=S)[nH]c3ccccc3c2=O)cc1 do in these assays?
Dicer processing: 1.4

How did CC(C)CC(=O)NC1CCSC1=O (configuration not stated) do in these assays?
Dicer processing: 12

What do the screens show for `CC(=O)O[C@H]1CC[C@@]2(C)C(=CC[C@@H]3[C@@H]2CC[C@]2(C)C(=O)CC[C@@H]32)C1`?
Dicer processing: -0.53

What do the screens show for `CC(NC(C)(C)C)C(=O)c1cccc(Cl)c1` (configuration not stated)?
Dicer processing: 0.88

What do the screens show for `O=S(=O)(c1ccc(F)cc1)N1CCCC1c1cccnc1` (configuration not stated)?
Dicer processing: -0.26

What do the screens show for `CN1CCc2cc(O)cc3c2[C@H]1Cc1ccc(O)c(O)c1-3`?
Dicer processing: -0.43

How did O=c1c2cc(Br)cc(Br)c2[nH]c(=S)n1-c1ccc2c(c1)OCCO2 do in these assays?
Dicer processing: 2.3

Results for CC1(C)CC(n2[nH]c(=O)c3c2NC(=O)CSC3c2ccc(Br)cc2)CCO1 (configuration not stated) ?
Dicer processing: -1.4

Results for NCCCP(=O)(O)O ?
Dicer processing: -0.99

Results for CCC1(C(=O)c2ccc(F)cc2)C2c3cc(Br)ccc3OC(=O)C21C(=O)OC (configuration not stated) ?
Dicer processing: 3.4*

How did O=C1CC(c2cccnc2)Nc2ccc3ccccc3c21 (configuration not stated) do in these assays?
Dicer processing: 3.5*

How did CNc1ccc(Br)cc1C(=O)c1ccccc1Cl do in these assays?
Dicer processing: -1.3

What do the screens show for `COc1ccc(NC2=NCC(C)S2)cc1` (configuration not stated)?
Dicer processing: 2.2

Results for Cc1ccccc1-n1c(/C=C/c2ccc([N+](=O)[O-])o2)nc2ccccc2c1=O ?
Dicer processing: 5.5*

Results for O=S(=O)(c1ccc(O)cc1)c1ccc(O)cc1 ?
Dicer processing: 3.5*

Results for O=c1c2ccccc2[nH]c(=S)n1-c1ccc(F)c(Cl)c1 ?
Dicer processing: -1.5

What do the screens show for `CC(=O)C1=C(C)OC(N)=C(C#N)C12C(=O)Nc1ccccc12` (configuration not stated)?
Dicer processing: -0.14

What do the screens show for `C#CCN(C)[C@H](C)Cc1ccccc1`?
Dicer processing: 0.27

Results for CSc1nnc(OC(=O)N(C)C)n1-c1ccc(Cl)cc1 ?
Dicer processing: 0.56

How did c1ccc2c(c1)[I+]c1ccccc1-2 do in these assays?
Dicer processing: 0.87

How did O=C(NNC(=S)Nc1ccc(Cl)cc1)C1(O)CN2CCC1CC2 (configuration not stated) do in these assays?
Dicer processing: 2.2

What do the screens show for `CNC(=O)O/N=C/c1nn(C)cc1Br`?
Dicer processing: -0.88

Results for CN1C(=O)Oc2ccc(Cl)cc2C1O (configuration not stated) ?
Dicer processing: 0.66

How did COc1ccc(CSC2C(C(=O)NNC(=O)c3ccc(Cl)cc3Cl)C3CCN2CC3)cc1 (configuration not stated) do in these assays?
Dicer processing: -0.38

What do the screens show for `CN(C)Cc1cc(Cl)ccc1OC(=O)N(C)C`?
Dicer processing: 0.09

What do the screens show for `CC(C)(C)c1ccc(-n2c(=S)[nH]c3ccccc3c2=O)cc1`?
Dicer processing: 1.1

How did CSc1ncccc1C1=N/C(=C\N(C)C)C(=O)O1 do in these assays?
Dicer processing: -1.2

How did CN1CCC[C@@H]1Cc1c[nH]c2ccc(Nc3ncccc3[N+](=O)[O-])cc12 do in these assays?
Dicer processing: 2.4

Results for O=C(c1ccccc1)C12CN3CN(CN(C3)C1)C2 ?
Dicer processing: 1.1

Results for CN(C)C(=O)Oc1ccc(Br)cc1C(=O)Nc1ccc(F)c(Cl)c1 ?
Dicer processing: 1.1

Results for CC(=O)O[C@H]1C[C@H](O[C@H]2[C@@H](O)C[C@H](O[C@H]3[C@@H](O)C[C@H](O[C@H]4CC[C@@]5(C)[C@H](CC[C@@H]6[C@@H]5C[C@@H](O)[C@]5(C)[C@@H](C7=CC(=O)OC7)CC[C@]65O)C4)O[C@@H]3C)O[C@@H]2C)O[C@H](C)[C@H]1O[C@@H]1O[C@H](CO)[C@@H](O)[C@H](O)[C@H]1O ?
Dicer processing: 0.85

Results for CCCCCCn1c(N)c(C(=O)OC)c2nc3ccccc3nc21 ?
Dicer processing: -0.6

Results for Clc1ccc(CCNCc2ccncc2)cc1 ?
Dicer processing: 0.81

How did CN(C)C(=O)ONC(=O)Cc1ccccc1 do in these assays?
Dicer processing: -3.4

Results for NC(N)=N/N=C/c1ccc(/C=N/N=C(N)N)cc1 ?
Dicer processing: -1.9

How did COc1ccc2[nH]c3c(c2c1)CCNC3 do in these assays?
Dicer processing: -0.62

How did CCOc1ccccc1NC1=NCCS1 do in these assays?
Dicer processing: 1

Results for C/C(=C\c1ccc(Cl)cc1Cl)[N+](=O)[O-] ?
Dicer processing: 5.3

What do the screens show for `c1ccc2c(CNCCc3c[nH]c4ccccc34)cccc2c1`?
Dicer processing: 1

Results for CC12CCC3(C[C@@H]1CCC1C2CCC2(C)C1CC[C@]2(C)O)OCCO3 (some centres not stated) ?
Dicer processing: 0.6

Results for CCOC(=O)C1=C(N)OC(c2ccccc2)=C(C(=O)OCC)C12C(=O)Nc1ccccc12 (configuration not stated) ?
Dicer processing: -0.71

How did C=C(C)Cc1c(C)nc(SCC(=O)c2ccc(Cl)cc2)nc1OC(=O)N(C)C do in these assays?
Dicer processing: 1.7

Results for CCOC(=O)C(=O)NC1CCSC1=O (configuration not stated) ?
Dicer processing: 15

What do the screens show for `CC1(C)CN=C(Nc2ccccc2)S1`?
Dicer processing: 3*

How did Cc1cccc(NC2=NCC(C)S2)c1 (configuration not stated) do in these assays?
Dicer processing: -0.23

How did Cc1ccccc1NC1=NCC(C)(C)S1 do in these assays?
Dicer processing: -0.96

This is a subset (hit frequency here may not be typical).
